# Compound activity deposited in PubChem by National Center for Advancing Translational Sciences (NCATS).
# uPA generation: qHTS for Inhibitors of Cell Surface uPA Generation; 330,000 compounds, 0.31% hits; Potency, µM (top dose mostly 38.3 µM), without a hit: at the highest dose activity change, negative = inhibition, usual class: inhibitors; cell surface uPA generation assay, qHTS; active means well fitted inhibition curve with a large enough effect; inconclusive means small, poorly fitted or top-dose-only effect; inactive means no such curve, though single readings can be large or run the other way; tested in mouse RAW 264.7 cells; further: on the % scale 0 is the no-effect control and ±100 the full control effect; nearly all actives have a fitted effect of over 55% in size
# ELG1 genotox: qHTS screen for small molecules that induce genotoxicity in human embryonic kidney (HEK293T) cells expressing luciferase-tagged ELG1. AID 504466, 2011. Potency, µM (series often up to 46 µM), for the others: top-dose activity change, positive = activation, hits mostly activators. HEK293T ELG1-luciferase reporter, luminescence, 16 h. 330,000 compounds, 1.3% hits; further: % of control where 0% means no effect; nearly all actives have a fitted effect of over 60% in size
#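 DMSO vehicle served as control against compound-treated ELG1-luciferase HEK293T cells; exposure lasted 16 hr at 37 °C and 5% CO2, followed by ONE-Glo luminescence detection after 30 min.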
# NPC1 prom act: qHTS Assay for NPC1 Promoter Activators; Potency, µM (highest dose often 9.22 µM), inactives show at the highest dose activation, actives largely listed as activators; 320,000 compounds, 2.4% hits; Huh7 NPC1 promoter luciferase reporter, 24 h;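 further: % of control where 0% means no effect; nearly all actives have a fitted effect of over 60% in size; reporter is driven by a mutant NPC1 promoter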
#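 Stable NPC1-promoter luciferase Huh7 line; cpd (DMSO) 24 h, 37 °C, 5% CO2; Amplite luciferase reagent 10 min RT; luminescence readout. qHTS format.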
# Rab9 promoter act: qHTS Assay for Rab9 Promoter Activators; AID 485297, 2010; Huh7 Rab9 promoter-luciferase reporter, luminescence, 24 h; Potency, µM (doses to about 9.22 µM), without a hit: top-dose activation, negative = inhibition, most hits filed as activators; 320,000 compounds, 2.8% hits; further: % of control where 0% means no effect; nearly all actives have a fitted effect of over 60% in size
#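 Huh7 cells stably carrying Rab9 promoter–luciferase reporter, plated 1500 cells/well, compound added after 2 h and incubated 24 h at 37 °C; luciferase luminescence then read after 10 min with detection reagent.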
# RORg inh: qHTS for inhibitors of ROR gamma transcriptional activity; Drosophila S2 Gal4-RORgamma UAS-luciferase reporter, 20 h; AID 2551, 2010; 310,000 compounds, 5.4% hits; Nuclear receptor ROR-gamma (Mus musculus), P51450; Potency, µM (doses to about 53.6 µM), without a hit: top-dose activity change, negative = inhibition, most hits filed as inhibitors; further: on the % scale 0 is the no-effect control and ±100 the full control effect; nearly all actives have a fitted effect of over 60% in size
# Target sequence (P51450 whole entry, looked up, the tested form may be a part): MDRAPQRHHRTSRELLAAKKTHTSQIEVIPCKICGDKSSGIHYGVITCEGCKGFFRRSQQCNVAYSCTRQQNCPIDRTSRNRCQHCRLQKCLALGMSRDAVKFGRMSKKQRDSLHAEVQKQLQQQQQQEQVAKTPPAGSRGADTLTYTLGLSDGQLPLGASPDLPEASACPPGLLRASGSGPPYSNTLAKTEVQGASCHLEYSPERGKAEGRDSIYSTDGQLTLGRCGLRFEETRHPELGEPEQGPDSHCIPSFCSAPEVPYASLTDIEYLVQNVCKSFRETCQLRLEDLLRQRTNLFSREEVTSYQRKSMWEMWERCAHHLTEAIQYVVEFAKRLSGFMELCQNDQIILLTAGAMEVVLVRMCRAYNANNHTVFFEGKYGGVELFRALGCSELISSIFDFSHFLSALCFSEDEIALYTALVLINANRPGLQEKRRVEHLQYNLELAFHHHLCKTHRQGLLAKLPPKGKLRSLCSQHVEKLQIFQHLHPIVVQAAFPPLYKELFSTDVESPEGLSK
#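 Stable Schneider cell line, Gal4 DNA-binding domain fused to ROR gamma, UAS-luciferase. Cmpd 1 hr RT → CuSO4 700 uM final → 20 hr RT → luciferase reagent 10 min → luminescence.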
# VP16 counter: VP16 counterscreen qHTS for inhibitors of ROR gamma transcriptional activity; Drosophila S2 Gal4-VP16 UAS-luciferase, luminescence, 20 h; Potency, µM (titrated, usually from 53.6 µM), for inactives: top-dose activity, negative = inhibition, hits mostly inhibitors; 310,000 compounds, 3.5% hits;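 further: Gal4-VP16 expression switched on by copper sulfate through the metallothionein promoter; on the % scale 0 is the no-effect control and ±100 the full control effect; nearly all actives have a fitted effect of over 50% in size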
# MBNL1-CUG inh: qHTS Assay for Inhibitors of MBNL1-poly(CUG) RNA binding | Muscleblind-like protein 1 (Homo sapiens), Q9NR56 | TR-FRET MBNL1-His/biotin-(CUG)12 binding, 665/545 ratio | Potency, µM (highest dose often 57.5 µM), for inactives: at the top dose activity change, negative = inhibition, hits mostly inhibitors | 280,000 compounds, 0.036% hits | AID 2675, 2010; active means well fitted inhibition curve with a large enough effect in the signal ratio, with a control signal flat, not every such curve was filed as active; inconclusive means small, poorly fitted or top-dose-only effect, or effect the other way, or a change in a side signal; inactive means no such curve, though single readings can be large or run the other way; the % refers to the signal ratio; further: on the % scale 0 is the no-effect control and ±100 the full control effect
#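 TR-FRET between His-tagged MBNL1 and biotin-(CUG)12 RNA, detected with Tb anti-His antibody (0.055 ng/ul) and streptavidin-XL665 (5 nM), 60 min at room temperature. Compounds titrated 92 nM to 58 uM; 665/545 nm ratio normalized to buffer and complex controls.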
# FLuc counter: qHTS profiling assay for firefly luciferase inhibitor/activator using purifed enzyme and Km concentrations of substrates (counterscreen for miR-21 project); Luciferin 4-monooxygenase (Photinus pyralis), P08659; purified FLuc, Km substrates, luminescence inhibition; Potency, µM (highest dose often 57.5 µM), for inactives: top-dose activity change, negative = inhibition, most hits filed as inhibitors; 360,000 compounds, 6.9% hits; AID 588342, 2011;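 further: plate controls were vehicle for no effect and reference inhibitor for full effect; nearly all actives have a fitted effect of over 55% in size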
# Target sequence (P08659 whole entry, looked up): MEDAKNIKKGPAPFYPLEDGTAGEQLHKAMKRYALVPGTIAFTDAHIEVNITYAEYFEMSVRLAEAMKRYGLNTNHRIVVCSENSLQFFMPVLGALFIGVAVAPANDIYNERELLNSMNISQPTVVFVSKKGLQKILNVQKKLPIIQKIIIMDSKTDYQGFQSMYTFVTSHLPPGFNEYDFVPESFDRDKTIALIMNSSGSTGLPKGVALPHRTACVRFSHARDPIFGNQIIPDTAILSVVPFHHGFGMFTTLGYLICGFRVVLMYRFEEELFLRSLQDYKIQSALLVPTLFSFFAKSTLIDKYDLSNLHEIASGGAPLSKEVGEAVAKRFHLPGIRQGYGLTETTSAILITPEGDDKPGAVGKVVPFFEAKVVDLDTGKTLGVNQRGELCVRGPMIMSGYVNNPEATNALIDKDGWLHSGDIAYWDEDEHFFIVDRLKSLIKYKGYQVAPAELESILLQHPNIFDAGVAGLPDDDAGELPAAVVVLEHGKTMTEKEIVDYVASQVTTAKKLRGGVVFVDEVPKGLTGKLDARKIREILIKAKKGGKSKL
#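 Purified P. pyralis luciferase, 10 nM final, with Km-level 10 uM D-luciferin and 10 uM ATP in 50 mM Tris acetate pH 7.5, 10 mM Mg acetate, 0.01% Tween-20, 0.05% BSA; 6-point qHTS titration about 60 µM downward; luminescence read.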
# BRCA1 expr up: qHTS Assay to Identify Small Molecule Activators of BRCA1 Expression; 380,000 compounds, 1.1% hits; MCF7-BRCA1-FFLuc reporter, luminescence, 48 h; response scale: scaled: vehicle 0%, 10 µM genistein 100%; AID 624202, 2012; Potency, µM (series often up to 46.1 µM), without a hit: at the highest dose activation, hits mostly activators; further: nearly all actives have a fitted effect of over 80% in size; some results filed as inactive show a strong effect at the top dose
#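 MCF7-BRCA1-FFLuc, 2000 cells/well; 2 h attach, 37 °C/5% CO2; compound 48 h; luciferase substrate 15 min; luminescence end-point. Norm. to genistein 10 microM max activation and DMSO; concentration-response curves fitted.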
# p53 reactivation: qHTS assay for re-activators of p53 using a Luc reporter; H1299 p53-A138V BP100-luciferase reporter, luminescence, 24 h; Potency, µM (highest dose often 92.2 µM), without a hit: at the top dose activity change, positive = activation, most hits filed as activators; 320,000 compounds, 0.063% hits; AID 504706, 2011; further: % of control where 0% means no effect; nearly all actives have a fitted effect of over 45% in size
#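 H1299 (p53-null), stable ts p53-A138V + BP100-Luc; 1000 cells/well, Opti-MEM/10% FBS; cpd 4 pt, 1:5; 24 h, 37 deg C, 5% CO2; detection reagent 10 min RT; luminescence.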
# An asterisk follows results filed as active; ? = inconclusive; . = not tested or not shown; & = joins results of further samples; [ ] = remark or other dose. Unless noted, the call rests on the fitted dose curve; in most records, active means well fitted curve in the direction sought with a large enough effect; inconclusive means small, poorly fitted or top-dose-only effect, or another doubt; inactive means no such curve, though single readings can be large; an effect the other way counts as inactive or inconclusive. Potency means the concentration at half of the fitted maximal effect. No enrichment for hits. Share with any hit: about 13%.
SMILES,uPA generation,ELG1 genotox,NPC1 prom act,Rab9 promoter act,RORg inh,VP16 counter,MBNL1-CUG inh,FLuc counter,BRCA1 expr up,p53 reactivation
c1cc(-c2ccncc2)ccn1,5%,-5%,-1%,2%,0%,2%,6%[11.5 µM],-1%,18%,-14%
CCOc1ccc2nc(N3CCCC(C(=O)NCCCN4CC(C)CC(C)C4)C3)sc2c1 (stereo not drawn),-1%,2%[9.26 µM],3%,0.89µM*,-2%,1%,2%,?,21%,?
COc1ccc(N2CCN(C(=O)[C@@H]3CCCN3C3=NS(=O)(=O)c4ccccc43)CC2)cc1,-7%,-3%,-3%,-2%,.,.,.,4%,-5%,1%
CC1=CC=CC2=NC(=O)CC(C)(C(=O)N(CC(=O)NC3CCCC3)Cc3ccc(Cl)cc3)N12 (stereo not drawn),-2%,-10%,-2%,3%,2%,5%,1%,0%,-1%,0%
CCNC(=O)N1CCCC(C(=O)c2ccc3cc(OC)ccc3c2)C1 (stereo not drawn),1%,0%,7%,-1%,24%,12%,23%,?,0%,5%
O=S(=O)(Nc1ccc(-n2cnnn2)cc1)c1ccc(Cl)cc1,1%,4%,-3%,3%,.,.,.,6%,9%,0%
Cc1cc(S(=O)(=O)N2CCOCC2)ccc1OCC(=O)Nc1ccc(F)c(Cl)c1,3%,-5%,0%,0%,?,-15%,-2%,-1%,-11%,7%
C/C(=N\NC(=O)c1nnn(-c2nonc2N)c1-c1ccc2c(c1)OCO2)c1ccc(F)cc1,-2%,?,22%,-2%,-17%,-24%,-5%,3%,-4%,-2%
CC12CN(NC(=O)c3ccccc3F)C3(C#N)CC1CCC23C (stereo not drawn),-9%,1%,-7%,-9%,-5%,-7%,2%,1%,-1%,6%
COc1ccc(CC(=O)NCc2nnc(SCC(=O)Nc3nccs3)n2C)cc1,5%,-6%,0%,1%,0%,7%,-11%,?,34%,-1%
O=C(COC(=O)COc1ccc2ccccc2c1)NC1CCCc2ccccc21 (stereo not drawn),-4%,1%,-1%,-2%,-14%,1%,?,-1%,-3%,2%
Cc1cc(NC(=O)C2CCCN2C(=O)Nc2cccc(Cl)c2)ccc1-n1cnnn1 (stereo not drawn),-1%,16%,-8%,-5%,-21%,-11%,-1%,0%,-15%,1%
CC(=O)Nc1ccc(S(=O)(=O)Nc2cc([N+](=O)[O-])ccc2C)cc1,1%,-1%,1%,-1%,30%,3%,?,-4%,-15%,0%
CC(=O)N=c1sc2c3ccccc3ccc2n1C,-14%,-2%,11%,?,-19%,1%,2%,-4%,-4%,5%
CN(C)c1nc2c(c(N)nn2-c2ccc(Cl)cc2)c(=O)o1,-1%,2%,-2%,-1%,19%,-12%,2%,-3%,2%,17%
O=C(NC(=S)N1CCN(C(c2ccccc2)c2ccccc2)CC1)c1ccc(S(=O)(=O)N2CCOCC2)cc1,-3%,-4%,0%,-6%,0.32µM*,0.028µM*,-8%,1%,-39%,-1%
Cc1ccc(S(=O)(=O)N2CCCCC2)cc1NC(=O)COC(=O)c1ccc(O)cc1,6%,-6%,-7%,1%,37%,-10%,-2%,-4%,-1%,-3%
COc1ccc(NC(=S)NNS(=O)(=O)c2ccc3ccccc3c2)c(OC)c1,0%,-1%,-5%,1%,-4%,9%,1%,-6%,-28%,-4%
Cc1cc2[nH]c(=O)c(=O)[nH]c2cc1S(=O)(=O)N1CCN(c2cccc(C(F)(F)F)c2)CC1,17%,-1%,-2%,-2%,-5%,-22%,8%,3%&-2%,8%,-5%
Cc1ccc(-n2nc3c(N4CCC(C(=O)N5CCN(C)CC5)CC4)nnc(C)c3c2C)cc1,-4%,4%,1%,5%,-2%,2%,1%,1%,-23%,-1%
O=C(NC1CC(=O)N(c2ccc(F)cc2)C1)C(=O)c1c[nH]c2ccccc12 (stereo not drawn),0%,-8%,0%,-7%,.,.,.,0%,-27%,1%
COc1ccc(F)cc1S(=O)(=O)Nc1cc2c3c(c1)CC(=O)N3CCC2,-1%,?,-1%,0%,.,.,.,-1%,-38%,-1%
O=C(N/N=C/c1sc(=O)n(Cc2ccc(Br)cc2)c1Cl)c1ccco1,-7%,-6%,3%,3%,11µM*,?,2%,-10%,-56%,-3%
CC(C)Oc1ccc(C(CCNCc2ccc(O)cc2)c2ccccc2)cc1 (stereo not drawn),?,0%,0%,12%,?,-3%,-5%,3%,-85%[inhibitor],-10%
O=C(Nc1ccccc1C(F)(F)F)C1CCN(C(=O)c2cccs2)CC1,3%,0%,1%,-4%,-16%,6%,-4%,2%,13%,-4%
# Additional compounds follow:
SMILES,uPA generation,ELG1 genotox,NPC1 prom act,Rab9 promoter act,RORg inh,VP16 counter,MBNL1-CUG inh,FLuc counter,BRCA1 expr up,p53 reactivation
O=C(Nc1ccccc1N1CCOCC1)c1ccc(OCc2cscn2)cc1,0%,-1%,-3%,-3%,11%,-6%,-8%,2%,-5%,1%
CCC(C)N(C(=O)Cn1nc(C)c([N+](=O)[O-])c1C)C1CCS(=O)(=O)C1 (stereo not drawn),-3%,1%,0%,1%,.,.,.,6%,-18%,16%
CCCN1CCC(NC(=S)Nc2cccc(Cl)c2Cl)CC1,-10%,-2%,0%,-9%,-23%,1%,-7%,-1%,3%,-5%
COc1cc(NC(=O)CSc2nnc(-c3ccncc3)n2C2CCCCC2)ccc1NC(=O)c1ccco1,1%,3%,-3%,-1%,-2%,1%,13%,-1%,4%,0%
O=C(NCCN1CCN(C(=O)NC2CCCCC2)CC1)NC1CCCCC1,-3%,-1%,3%,4%,0%,0%,13%,8%,7%,-4%
CN1CCN(S(=O)(=O)c2cccc(C(=O)Nc3cc(C(F)(F)F)ccc3N3CCCCC3)c2)CC1,9%,-1%,-6%,-17%,.,.,.,0%,-43%,-5%
Cc1ccc2c(C)c(C(=O)NCc3ccc(S(N)(=O)=O)cc3)oc2c1C,0%,16%,-7%,-5%,-18%,-7%,9%,-2%,14%,5%
CC1Cc2cc(/C(O)=C3/C(=O)C(=O)N(Cc4ccco4)C3c3cccs3)ccc2O1 (stereo not drawn),2%,?,1%,3%,?,21%,21%,?,0%,?
Cn1c(SCC(=O)N2CCOCC2)nnc1-c1ccc2ncccc2c1,3%,0%,1%,11%,1%,3%,3%,-5%,36%,5%
CCOC(=O)c1cn(CC)c2cc(Cl)c([N+](=O)[O-])cc2c1=O,4%,3%,-1%,-4%,-8%,-1%,?,2%,20%,3%
O=c1[nH]c2ccccc2n2c(-c3ccncc3)nnc12,-2%,2%,-2%,4%,-12%,-1%,-5%,2%,9%,-2%
N#Cc1c(NC(=O)/C=C/C(=O)O)sc2c1CCN(Cc1ccccc1)C2,-1%,0%,-1%,0%,-17%,-4%,20%,-6%,-9%,-4%
O=S(=O)(Nc1ccc(-n2cnnn2)cc1)c1ccccc1F,3%,3%,-2%,-6%,.,.,.,2%,-23%,-3%
O=C(NN1CCOCC1)c1ccco1,4%,0%,0%,1%,.,.,.,-2%,-12%,-2%
CSc1ncccc1C(=O)Nc1nccs1,-1%,-3%,-1%,-2%,10µM*,-16%,-4%,-1%,1%,-1%
COc1ccc(NC(=S)NN2C(C)CCCC2C)cc1 (stereo not drawn),6%,1%,-2%,-4%,7.9µM*,7.1µM*,-8%,5%,-13%,-8%
O=C(CC1(c2ccc(Cl)cc2)C2CC3CC(C2)CC1C3)NCCO (stereo not drawn),-2%,0%,-9%,1%,-7%,-1%,.,2%,-18%,-1%
COc1ccc(-c2noc(CSc3nc4sc(C)c(C)c4c(=O)n3-c3ccccc3)n2)cc1,14%,3%,-1%,-6%,4%,4%,-5%,1%,-16%,6%
CCOc1ccc(CNC(=O)c2ccccc2NC(=O)C2=CSCCO2)cc1,3%,-11%,1%,0%,17%,6%,3%,2%,-7%,1%
CCN1CCCC(OC(=O)c2cc(-c3ccc(C)cc3)nc3ccccc23)C1 (stereo not drawn),6%,-1%,-4%,-4%,?,-9%,15%,?,-7%,0%
CNC(=O)C1CC(=O)N(CCc2ccc(C)cc2)C1 (stereo not drawn),-8%,1%,-2%,3%,-3%,-7%,-6%,1%,-16%,4%
CCCN(S(=O)(=O)c1ccc(OCC)cc1)S(=O)(=O)c1cccs1,-6%,0%,-7%,1%,2%,-20%,3%,2%,-36%,-6%
Cn1c(N)c(C(=O)COC(=O)C2CCC(C(C)(C)C)CC2)c(=O)n(C)c1=O (stereo not drawn),-8%,-10%,-1%,-6%,37%,-14%,-3%,-6%,-41%,1%
Clc1ccc(Nc2ncnc3c2nnn3Cc2ccccc2)cc1,4%,3%,-5%,-3%,2%,-14%,-6%,2%,-28%,-4%
